# Bioassay records: PubChem, several laboratories
# human PMI inhibition: MPI enzyme activity inhibition – biochemical, fluorescence intensity, coupled assay, primary screen (AID 1209). one-dose inhibition, % at 20 µM; IC50 in µM for titrated hits. 0.42% of 190,000 active. purified PMI enzyme, coupled fluorescence intensity; higher % means a stronger effect;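 note: plate controls were DMSO vehicle for no effect and wells lacking substrate for full effect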
# XIAP displacement: small molecules displacing peptide from XIAP – biochemical, IAP family, fluorescence polarization (AID 1018). XIAP BIR domain, fluorescence polarization peptide displacement; higher % means a stronger effect. 0.007% of 200,000 active. displacement, % at 20 µM; hits with a dose series show IC50 in µM; in the data active = displacement above about 50%; note: a part of the inactive calls stands beside numbers as strong as those of hits
# Siah-1 displacement: blockers of Siah-1 interaction with plectin peptide – biochemical, fluorescence polarization, rhodamine-plectin, uHTS, primary screen (AID 1817) | Siah-1 / rhodamine-plectin peptide fluorescence polarization; higher % means a stronger effect | one-dose displacement, % at 20 µM; IC50 in µM for titrated hits | 0.02% of 290,000 active;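 active = displacement of at least 50% at 20 µM, with a fluorescence ratio check between 0.3 and a set limit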;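 note: plate controls were Siah plus tracer with DMSO for no effect and tracer alone without Siah for full effect; strong numbers were not always called active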
# TNAP activators: stimulation of alkaline phosphatase TNAP activity – biochemical, luminescent, no phosphate acceptor, uHTS, primary screen (AID 1001). 0.03% of 200,000 active. one-dose activation fold at 20 µM; EC50 in µM for titrated hits. purified TNAP, luminescent activation assay, no phosphate acceptor; higher activation fold means a stronger effect; in the data active = activation fold from about 3, or a potency from the dose series; inactive = the rest, 99 in 100 with activation fold below about 1.6; note: many of its hits are not listed in these tables
# RSV antiviral HEp-2: RSV antiviral activity via CPE protection, HEp-2 cells, primary 10 µM value included (AID 2391); HEp-2 cells, RSV-induced CPE inhibition; higher % means a stronger effect; CPE inhibition, % at 10 µM, or IC50 in µM where a hit was titrated; 0.13% of 310,000 active; in the data active = a potency from the dose series; inconclusive = CPE inhibition mostly from about 23% at the one dose, without a potency; inactive = the rest, 99 in 100 with CPE inhibition below about 21%; note: strong numbers were not always called active
# WT yeast gro inh: growth inhibition of WT yeast, mitochondrial fusion screen; mitochondrial fusion phenotypic screen, WT strain; 2.1% of 190,000 active; inhibition, % at 10 µM; in the data active = inhibition above about 58%; tested in S. cerevisiae
# human PMI inhibitors: human PMI inhibitors, high substrate, primary screen, biochemical, fluorescence intensity, high mannose 6-phosphate (AID 1220). recombinant PMI enzyme, coupled fluorescence intensity; higher % means a stronger effect. inhibition, % at 20 µM; hits with a dose series show IC50 in µM. 0.66% of 190,000 active
# PhoP inhibition: PhoP-dependent GFP reporter repression – Salmonella Typhimurium, primary screen (AID 1863). S. Typhimurium PhoP-regulated promoter GFP reporter, 4 h; higher % means a stronger effect. one-dose inhibition, % at 50 µM; IC50 in µM for titrated hits. 0.16% of 300,000 active;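 active = inhibition over 29.93%, a cutoff 3 SD above the screen mean, later confirmed by dose response; inconclusive = inhibition over 29.93% but no dose response follow-up; inactive = inhibition at most 29.93% or unconfirmed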;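 note: 0% = low Mg2+ inducing control and 100% = high Mg2+ repressing control; strong numbers were not always called active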
# Myeloid diff MLP: promotes myeloid progenitor differentiation. calls only at 10 µM. AID 624256. ER-HoxA9 myeloid progenitors, lysozyme-GFP differentiation, flow cytometry. 1% of 360,000 active;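 active = normalized GFP-positive differentiation at or above the plate's own cutoff, the solvent-only control mean plus 3 SD; inconclusive = no clear call, values can overlap the other calls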;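 note: cells exposed to compound for four days before flow analysis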
# WT yeast gro inh mutant strain: further read-out of WT yeast gro inh, marked with its call; inhibition, %; mitochondrial fusion phenotypic screen, mutant strain inhibition
# Myeloid diff MLP GFP+ MAC1+ %: also measured in Myeloid diff MLP; calls as there; GFP+ MAC1+ double positive, %; measured here: differentiation confirmed by MAC1 staining
# Starred values were filed as active, the others as inactive; i = inactive; ? = inconclusive; nt = not tested or not shown; + = active, no number. Cut-off read from the data, not from the text of the source, unless noted: active = inhibition above about 50%; inactive = the rest. No enrichment for hits. About 3.1% of those tested had a hit in this group.
SMILES,human PMI inhibition,XIAP displacement,Siah-1 displacement,TNAP activators,RSV antiviral HEp-2,WT yeast gro inh,WT yeast gro inh mutant strain,human PMI inhibitors,PhoP inhibition,Myeloid diff MLP,Myeloid diff MLP GFP+ MAC1+ %
COC(=O)[C@H]1CCCN1C(=O)Nc1cccc(Oc2c(F)c(F)c(F)c(F)c2F)c1,-3.9%,-3.3%,0.5%,1,3.0%,19.2,15.6,-0.8%,4.2%,i,0.2
COc1ccc(NC(=O)CSc2nnnn2C2CCCCC2)cc1,nt,nt,-5.5%,nt,2.9%,nt,nt,nt,-1.0%,i,0.6
OCC1(CCCc2ccccc2)CCN(Cc2cnc(N3CCOCC3)s2)CC1,8.1%,-4.3%,3.9%,1.1,16.2%,2.9,3.0,1.9%,-6.8%,i,0.5
COc1cc(NC(=O)c2[nH]c(C)c(C(C)=O)c2C)cc(OC)c1OC,nt,nt,2.3%,nt,3.5%,nt,nt,nt,6.0%,i,0.3
COc1ccc(C(=O)N2CCc3cc(OC)c(OC)cc3C2)cc1OC,15.6%,0.1%,-5.2%,1.1,1.9%,1.1,-4.1,31.0%,32.0%,i,0.8
O=C(NC(=S)N1CCCc2ccccc21)c1ccccc1,6.9%,-4.1%,5.5%,1.1,3.0%,30.0,25.8,4.5%,18.8%,i,1.3
Cc1ccc(-c2nn(C)c(=O)c3ccccc23)cc1CNC(=O)c1ccccc1,nt,nt,13.0%,nt,13.7%,nt,nt,nt,-2.5%,i,0.9
Cn1c(=O)oc2cc(S(=O)(=O)N3CCCC(C(=O)N4CC=C(c5ccccc5)CC4)C3)ccc21 (stereo not given),4.6%,-1.2%,-1.2%,1.2,nt,3.0,-3.8,25.7%,-0.8%,nt,nt
COc1ccc(N=c2oc3ccccc3cc2C(=O)Nc2ccccn2)cc1OC,nt,-7.4%,1.5%,1,0.3%,-11.2,7.3,nt,3.8%,nt,nt
O=C(Nc1ccccc1)C1CC=CCC1C(=O)OCC1CCCO1 (stereo not given),3.3%,-5.3%,3.4%,1,-1.8%,5.3,4.5,-0.8%,3.2%,i,1.0

# As entered above.
# Entry of `COc1ccc(C(=O)N2CCc3cc(OC)c(OC)cc3C2)cc1OC` in RSV antiviral HEp-2: 1.9%
# Entry of `Cc1ccc(-c2nn(C)c(=O)c3ccccc23)cc1CNC(=O)c1ccccc1` in Siah-1 displacement: 13.0%

# (next part)
SMILES,human PMI inhibition,XIAP displacement,Siah-1 displacement,TNAP activators,RSV antiviral HEp-2,WT yeast gro inh,WT yeast gro inh mutant strain,human PMI inhibitors,PhoP inhibition,Myeloid diff MLP,Myeloid diff MLP GFP+ MAC1+ %
Cc1noc(C)c1CSc1nc2sc(C)c(C)c2c(=O)n1-c1ccccc1,9.3%,-1.2%,2.2%,1.1,2.6%,13.1,15.7,5.7%,0.2%,i,1.2
O=C(NCCN1CCOCC1)C(=O)NCC1OCCN1S(=O)(=O)c1ccccc1 (stereo not given),nt,nt,-0.3%,nt,1.4%,nt,nt,nt,0.1%,i,0.5
COc1ccc(NC(=O)C2CC(=O)N(c3ccccc3Cl)C2)c(OC)c1 (stereo not given),nt,nt,-1.9%,nt,2.0%,nt,nt,nt,-0.3%,i,0.6
CC1CC(C)CN(c2oc(Cc3ccccc3)nc2C#N)C1 (stereo not given),-0.1%,-1.7%,-3.9%,1.1,1.0%,52.0,4.9,3.3%,-12.1%,i,0.8
CCOC(=O)c1sc2nc(NC(=O)C3CCCCC3)sc2c1C,-4.6%,-16.5%,-1.5%,1.1,2.7%,11.3,-2.8,5.7%,0.0%,i,2.9
Cc1onc(-c2ccccc2)c1C(=O)N1CC(C)OC(C)C1 (stereo not given),7.2%,-0.8%,-2.1%,1,0.5%,3.2,3.0,4.8%,1.8%,i,0.6
COc1cc2[nH]c(=S)n(CCN3CCCCC3C)c(=O)c2cc1OC (stereo not given),5.6%,-3.0%,3.8%,1.1,-2.5%,4.4,-7.0,5.1%,-12.3%,i,3.7
CCOC(=O)NC(C(Cl)(Cl)Cl)S(=O)(=O)c1ccccc1 (stereo not given),nt,nt,-4.9%,nt,3.4%,nt,nt,nt,-3.4%,i,0.3
Cc1ccccc1C(=O)Nc1ccccc1N1CCCCC1,-0.8%,-0.8%,-6.8%,1,8.2%,53.8,23.2,-1.6%,-1.7%,i,0.2
N#Cc1nc(COc2ccc(-c3ccccc3)cc2)oc1NCc1cccnc1,21.0%,2.3%,5.6%,1.1,1.9%,50.1,20.2,19.7%,22.0%,i,0.8
CC(C)CNC(=S)NNC(=O)c1csc2c1CCC(C)C2 (stereo not given),-20.8%,-4.3%,-1.3%,1,2.2%,18.8,-61.9,-17.5%,2.2%,i,1.1
Cc1cccc(C)c1N1CCc2cn[nH]c21,1.5%,-8.2%,0.9%,1,1.4%,17.5,24.7,-3.3%,11.7%,i,1.1
Cc1onc(-c2ccccc2Cl)c1C(=O)N(Cc1nc(-c2ccccc2)no1)C1CCCCC1,5.9%,-4.9%,-1.1%,1,4.9%,44.2,2.2,3.9%,0.8%,+,12.9*
CCN(CC)C(=O)Cn1ncc2c1-c1ccccc1OC2,10.2%,-2.6%,0.4%,1.1,-0.2%,10.5,-1.2,9.8%,1.0%,i,3.2
Cc1c(Cl)c([N+](=O)[O-])nn1CC(=O)NCC1CCCO1 (stereo not given),-6.3%,-8.3%,4.4%,1.1,-0.3%,9.7,16.3,-3.6%,3.2%,i,0.4
CC(=O)c1sc(NC(=O)C(C)C)nc1C,-2.3%,-1.6%,4.4%,1.1,2.8%,3.8,0.8,-0.4%,-0.1%,i,1.1
COc1ccc(OC)c2[nH]c(=O)c(CCNC(=O)Cc3cccs3)cc12,0.5%,-3.1%,1.7%,1,1.2%,10.6,9.4,22.9%,-5.6%,i,0.1
COc1cc2nc(SCc3ccc(C(F)(F)F)cc3)n(Cc3cccs3)c(=N)c2cc1OC,11.6%,-10.1%,-0.1%,1,1.5%,-11.8,-3.4,12.6%,-4.8%,i,2.8
CCc1ccc(OCC(=O)N(CC)CC)cc1,6.9%,-0.2%,-0.9%,0.9,-0.3%,-25.9,5.7,9.1%,4.8%,i,0.5
COc1cc(C2=NOC(C(=O)Nc3c(C)n(C)n(-c4ccccc4)c3=O)C2)cc(OC)c1OC (stereo not given),nt,nt,-3.4%,nt,-0.6%,nt,nt,nt,-8.1%,i,0.7
Cc1ccccc1Nc1nnc(SCC(=O)c2c(N)n(C)c(=O)n(C)c2=O)s1,6.0%,-6.5%,-2.7%,1.1,2.3%,-19.2,-4.1,9.1%,6.2%,i,0.4
O=C(Nc1cccc(C(=O)N2CCOCC2)c1)c1ccccc1Br,nt,nt,2.7%,nt,1.6%,nt,nt,nt,3.1%,i,3.7
Cc1[nH][nH]c(=O)c1C(c1ccc(N(C)C)c(Br)c1)c1c(C)[nH][nH]c1=O,nt,nt,2.9%,nt,-0.8%,nt,nt,nt,-1.8%,i,0.5
O=C(O)CCNC1CCCCC1,nt,nt,-3.0%,nt,0.5%,nt,nt,nt,3.0%,i,0.3
Cc1c(O)ccc2c(O)c(NC(=O)c3ccc4c(c3)CCC(C)(C)O4)c(=O)oc12,nt,nt,7.0%,nt,3.1%,nt,nt,nt,-3.8%,i,0.2
Cc1cc(NC(=O)CCC(=O)N(CC(=O)NCC2CCCO2)c2ccc(C(C)C)cc2)no1 (stereo not given),nt,nt,-2.3%,nt,1.0%,nt,nt,nt,4.0%,i,0.8
C=CCNC(=S)NS(=O)(=O)c1cccs1,15.4%,4.8%,-1.5%,1,-1.2%,-4.4,-8.2,4.2%,-5.5%,i,0.7
O=C(OCC(=O)c1ccc(Cl)cc1Cl)c1ccc2c(c1)C(=O)N(c1cccc3ncccc13)C2=O,-0.5%,-2.3%,0.2%,1.1,12.9%,10.9,-7.4,-6.3%,-0.3%,i,0.5
Cc1ccccc1OCC(=O)Nc1cccc2nsnc12,0.4%,-2.4%,24.4%,1.1,3.2%,-17.5,3.0,6.5%,2.0%,i,1.8
O=C(Nc1nccs1)c1ccc(F)c(S(=O)(=O)N2CCOCC2)c1,nt,nt,-6.0%,nt,1.2%,nt,nt,nt,-0.6%,i,2.6
Cc1nn(CCC#N)c2[nH]c(=O)cc(C(F)(F)F)c12,-3.0%,-4.9%,3.0%,1.1,1.3%,0.3,-20.5,-1.3%,1.5%,i,0.3
CC(C(=O)NC1=NCCS1)N1C(=O)c2ccccc2C1=O (stereo not given),14.8%,-16.1%,-0.7%,1,2.0%,-1.3,-23.6,11.0%,11.2%,i,1.4
CC1CCC(NCCNC(=O)c2ccco2)CC1 (stereo not given),nt,nt,4.8%,nt,1.8%,nt,nt,nt,0.1%,i,0.7
C/C(=N/Nc1nc(C)c(C)s1)c1cccc([N+](=O)[O-])c1,nt,nt,13.6%,nt,16.4%,nt,nt,nt,-1.1%,i,0.1
CCOC(=O)c1c(NC(=O)CSc2nnc(CNc3ccc(OC)cc3)n2C)sc(C)c1C,15.0%,0.5%,3.3%,1.1,5.3%,9.8,0.3,18.8%,1.4%,i,0.3
O=C(O)CCc1ccc(-c2ccc(Br)cc2)n1NC(=O)c1ccc([N+](=O)[O-])cc1,nt,nt,7.2%,nt,1.4%,nt,nt,nt,1.9%,i,1.4
CC(=O)Oc1ccc2c(c1)C(=O)c1ccccc1C2=O,nt,nt,-2.5%,nt,?,nt,nt,nt,3.2%,i,0.6
Cc1ccc(N=Nc2c(N)[nH]n3c(=O)cc(-c4ccccc4)nc23)cc1,27.8%,3.1%,1.1%,0.9,9.9%,60.3*,21.0*,13.1%,0.6%,i,0.9
Cc1ccc(C)c(NC(=O)c2nc(Cl)ccc2Cl)c1,-5.1%,-3.5%,4.6%,1.2,2.4%,-5.8,-8.9,-2.4%,4.1%,i,0.8
Cc1ccc(CNC(=O)NCc2ccccc2)cc1,-2.1%,-2.6%,-4.6%,1,1.3%,-3.9,11.1,-3.4%,5.5%,i,0.3
O=C(c1ccc2c(c1)OCO2)N1CCCc2ccccc21,5.6%,-4.0%,-1.0%,1.1,0.0%,-4.1,11.6,4.2%,-4.0%,i,0.4
COC(C(=O)Nc1ccc(S(=O)(=O)Nc2cccc3ccccc23)cc1)c1ccccc1 (stereo not given),18.3%,-1.1%,-7.1%,1.1,6.1%,10.4,-9.7,11.6%,1.9%,i,0.7
CC(OC(=O)c1ccco1)C(=O)NC1CCCCC1 (stereo not given),-3.1%,-2.2%,-1.5%,1.1,0.3%,0.9,-5.1,1.4%,6.4%,i,1.3
COc1cccc(CC(=O)NC2CCSc3ccccc32)c1 (stereo not given),nt,nt,0.6%,nt,2.0%,nt,nt,nt,0.6%,?,nt
